Screening data as filed in PubChem BioAssay.
TbPYK inhibitor – T. brucei pyruvate kinase inhibition; Q57TT1; Potency, µM (top dose mostly 76.8 µM), for the others: at the top dose activity, negative = inhibition, actives largely listed as inhibitors; 0.12% of 410,000 active; TbPYK enzyme, Kinase-Glo Plus ATP luminescence, 45 min; also: potency is read from the fitted curve at half-maximal effect; % is scaled to controls: 0 for no effect and ±100 for the full control effect; nearly all actives have a fitted effect of over 50% in size
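Luminescence from Kinase-Glo Plus, added after a 45-minute room-temperature reaction, served as the end-point read-out. The enzyme and substrate were preincubated with compound before ADP (130 uM final) initiated turnover. Concentration-effect curves came from normalized qHTS data.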
Pf growth 48h – inhibits P. falciparum growth in the first generation, 48 h; P. falciparum luciferase growth in erythrocytes, 48 h; Potency, µM (doses to about 28.7 µM), without a hit: at the highest dose activity change, negative = inhibition, most hits filed as inhibitors; 5.9% of 310,000 active; AID 504832; also: potency is read from the fitted curve at half-maximal effect; % is scaled to controls: 0 for no effect and ±100 for the full control effect
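Growth was read as firefly luciferase luminescence after a 48 h, 37 C, 5% CO2 exposure of compounds to reporter-bearing P. falciparum cultures (0.1% parasitemia, 2% hematocrit final) in Albumax-supplemented RPMI 1640.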
LmPK inhibitor – LmPK (Leishmania mexicana) enzyme inhibition; Q27686; 0.37% of 290,000 active; purified LmPK, Kinase-Glo ATP luminescence, 1 h; Potency, µM (titrated, usually from 57.5 µM), for inactives: at the top dose activity change, negative = inhibition, most hits filed as inhibitors; also: potency is read from the fitted curve at half-maximal effect; % is scaled to controls: 0 for no effect and ±100 for the full control effect
Target sequence (Q27686 whole entry, looked up): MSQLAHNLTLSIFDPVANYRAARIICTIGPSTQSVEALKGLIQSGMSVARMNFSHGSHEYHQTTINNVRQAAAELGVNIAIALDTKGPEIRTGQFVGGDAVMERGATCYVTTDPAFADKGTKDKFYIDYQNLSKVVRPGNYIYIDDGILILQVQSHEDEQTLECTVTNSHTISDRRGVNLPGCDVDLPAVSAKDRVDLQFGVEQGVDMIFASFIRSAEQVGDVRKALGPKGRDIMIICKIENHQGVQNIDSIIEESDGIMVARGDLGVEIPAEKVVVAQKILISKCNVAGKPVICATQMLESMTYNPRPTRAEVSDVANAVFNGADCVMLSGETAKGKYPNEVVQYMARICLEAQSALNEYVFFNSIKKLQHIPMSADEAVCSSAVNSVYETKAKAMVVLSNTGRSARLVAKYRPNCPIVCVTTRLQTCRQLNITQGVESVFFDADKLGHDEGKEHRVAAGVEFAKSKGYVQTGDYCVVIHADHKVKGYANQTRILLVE
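Screened at intermediate enzyme activity to detect both inhibitors and activators: LmPK at 0.1 nM, with a 0.5 nM enzyme column as activation reference. PEP 0.5 mM, ADP 0.1 mM; ATP detected by luminescence after 1 h.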
CHX counter – counter-screen hit for Shiga toxin inhibitors, cycloheximide | 12% of 300,000 active | cell reporter, cycloheximide protein synthesis inhibition counterscreen | max response, % | AID 2314; in the data active = max response mostly above about 13%, no sharp cut-off; inactive = mostly below about 14%; also: read at 38.3 µM for the half of the compounds with a filed dose; 0% is about no effect
Pf growth 96h – inhibits malaria parasite growth, 96 h; 6.9% of 320,000 active; Potency, µM (top dose mostly 28.7 µM), for inactives: at the highest dose activity change, negative = inhibition, most hits filed as inhibitors; P. falciparum luciferase reporter growth, 96 h; AID 504834; also: potency is read from the fitted curve at half-maximal effect; % is scaled to controls: 0 for no effect and ±100 for the full control effect
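Two-generation exposure (96 h) targets delayed-death phenotype. Reporter parasites carrying integrated firefly luciferase, in red cells at 2% hematocrit and 0.05% parasitemia final, kept at 37 C, 5% CO2; luminescence loss indicates inhibition.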
HCV inh – inhibitors of hepatitis C virus infection | Potency, µM (doses to about 41.8 µM), for inactives: at the top dose activity change, negative = inhibition, actives largely listed as inhibitors | 3.4% of 340,000 active | Huh7.5.1 HCVcc-Cre infection, luciferase reporter, 44 h; also: potency is read from the fitted curve at half-maximal effect; % is scaled to controls: 0 for no effect and ±100 for the full control effect
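Antiviral activity was scored by luciferase reporter output from cells infected with HCVcc-Cre (~0.5 moi) in presence of compound, 44 h infection period, cells seeded 1,000/well 4 h prior.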
Shiga toxin inh – inhibitors of Shiga toxin in Vero cells; Vero cells, Shiga toxin protein synthesis inhibition reporter; inhibition, % at 38.7 µM; 9.2% of 290,000 active; AID 2315; in the data active = inhibition mostly above about 28%, no sharp cut-off; inactive = mostly below about 43%; also: 0% is about no effect
Numbers without * were called inactive; [ ] = remark or other dose. Unless noted, calls follow the shape of the dose curve; as a rule, active = well fitted curve in the direction sought with a large enough effect; inconclusive = small, poorly fitted or top-dose-only effect, or another doubt; inactive = no such curve, though single readings can be large; an effect the other way counts as inactive or inconclusive. Not a hit list (roughly 24% active in at least one column).

How did O=C(CSc1nnc(COc2cccc3cccnc23)o1)N1CCCC1 do in these assays?
TbPYK inhibitor: 0.0%; Pf growth 48h: -16.2%; LmPK inhibitor: 2.3%; CHX counter: -1.9; Pf growth 96h: 16.7%; HCV inh: 16.3%; Shiga toxin inh: 12.8

How did O=C(Nc1ccc(N2CCOCC2)cc1)c1ccc(S(=O)(=O)NCc2ccco2)cc1 do in these assays?
TbPYK inhibitor: 0.0%; Pf growth 48h: 7.2%; LmPK inhibitor: 1.8%; CHX counter: 6.9; Pf growth 96h: -12.9%; HCV inh: inconclusive; Shiga toxin inh: -2.6

What do the screens show for `NNC(=O)c1ccc(Cn2cc(Br)cn2)o1`?
TbPYK inhibitor: 0.3%; Pf growth 48h: 26.2%; LmPK inhibitor: 2.7%; CHX counter: 27.2*; Pf growth 96h: 34.9%[activator]; HCV inh: 4.3%; Shiga toxin inh: 61.0*

How did CCCc1cc(=O)oc2cc(C)cc(OCC(=O)NCCCN3CCOCC3)c12 do in these assays?
TbPYK inhibitor: -4.3%; Pf growth 48h: -26.9%; LmPK inhibitor: -2.0%; CHX counter: 10.1; Pf growth 96h: inconclusive; HCV inh: -20.3%; Shiga toxin inh: 20.7

What do the screens show for `COc1ccc(-n2nnnc2SCC(=O)NC(=O)Nc2ccc3c(c2)OCCO3)cc1`?
TbPYK inhibitor: -5.3%; Pf growth 48h: 34.5%[activator]; LmPK inhibitor: 5.0%; CHX counter: 21.2*; HCV inh: 7.0%; Shiga toxin inh: 92.0*

Results for CC(C)(C)NC[C@@H](O)COc1ccccc1C1CCCC1 ?
TbPYK inhibitor: -4.1%[33.2 µM]; Pf growth 48h: 2.87µM*; Pf growth 96h: 2.28µM*

What do the screens show for `O=S(=O)(c1ccccc1)N1CCN(CC2CC3C=CC2C3)CC1` (stereo unspecified)?
TbPYK inhibitor: 14.7%; Pf growth 48h: -7.2%; LmPK inhibitor: 1.5%; CHX counter: -2.8; Pf growth 96h: 6.7%; HCV inh: 15.5%; Shiga toxin inh: -7.1

How did CC1(C)N([O-])C(c2cccs2)=C[N+]1=O do in these assays?
TbPYK inhibitor: -0.9%; Pf growth 48h: 1.6%; LmPK inhibitor: -0.4%; CHX counter: -2.0; Pf growth 96h: 10.4µM*; HCV inh: 11.4%; Shiga toxin inh: 14.1

Results for Cc1cc(=O)oc2cc(OCCCN3C(=O)c4ccccc4C3=O)ccc12 ?
TbPYK inhibitor: -5.5%; Pf growth 48h: 10.7%; LmPK inhibitor: 1.9%; CHX counter: -5.0; Pf growth 96h: inconclusive; HCV inh: 4.8%; Shiga toxin inh: -8.7

How did CCN(CC)CCOc1c(C)cccc1Cl do in these assays?
TbPYK inhibitor: 3.3%; Pf growth 48h: 1.1%; LmPK inhibitor: 1.2%; CHX counter: 0.3; Pf growth 96h: 12.8%; HCV inh: 8.1%; Shiga toxin inh: 14.8

How did O=C1CN(C(=O)CSc2nnc(Nc3ccccc3)s2)c2ccccc2N1 do in these assays?
TbPYK inhibitor: -6.1%; Pf growth 48h: -17.9%; LmPK inhibitor: -4.5%; CHX counter: -0.7; Pf growth 96h: inconclusive; HCV inh: 0.4%; Shiga toxin inh: -6.2

How did CC12CCCCC1N(O)CN2O (stereo unspecified) do in these assays?
TbPYK inhibitor: -4.8%; Pf growth 48h: 13.4%; LmPK inhibitor: -1.3%; CHX counter: -2.6; Pf growth 96h: 13.4%; HCV inh: 17.2%; Shiga toxin inh: -3.7

Results for CC(C)CNc1nc(=S)nc(N(C)C)[nH]1 ?
TbPYK inhibitor: 0.3%; Pf growth 48h: -5.3%; LmPK inhibitor: -0.5%; CHX counter: -1.9; Pf growth 96h: -19.7%; HCV inh: -4.1%; Shiga toxin inh: -11.5

How did C/C=C(\C)CN1CCC(Oc2cccc(C(=O)NCc3ccccn3)c2)CC1 do in these assays?
TbPYK inhibitor: -3.1%; Pf growth 48h: -17.5%; LmPK inhibitor: -1.7%; CHX counter: 5.3; Pf growth 96h: -10.8%; HCV inh: 7.2%; Shiga toxin inh: -4.1

Results for COc1cc(-c2nnc(SCC(=O)N3c4ccccc4Sc4ccccc43)o2)cc(OC)c1OC ?
TbPYK inhibitor: -10.4%; Pf growth 48h: inconclusive; LmPK inhibitor: 2.9%; CHX counter: -1.6; Pf growth 96h: inconclusive; HCV inh: inconclusive; Shiga toxin inh: -3.4

What do the screens show for `CCc1nc(N2CCN(CC(=O)NCC3CCCO3)CC2)c(C#N)c2c1COC(C)(C)C2` (stereo unspecified)?
TbPYK inhibitor: 10.1%; Pf growth 48h: inconclusive; LmPK inhibitor: 5.1%; CHX counter: -2.3; Pf growth 96h: inconclusive; HCV inh: 16.9%; Shiga toxin inh: 29.2

How did COC(=O)C1=CO[C@@H](O[C@@H]2O[C@H](CO)[C@@H](O)[C@H](O)[C@H]2O)[C@H]2[C@@H]1C(=O)C[C@@H]2C do in these assays?
TbPYK inhibitor: -0.7%; Pf growth 48h: -8.5%; Pf growth 96h: 26.3%; HCV inh: 12.1%

What do the screens show for `CCCCOc1ccc(C(=O)NN2CCN(C)CC2)cc1`?
TbPYK inhibitor: -5.7%; Pf growth 48h: 3.7%; LmPK inhibitor: 3.0%; CHX counter: -2.5; Pf growth 96h: -2.1%; HCV inh: 7.4%; Shiga toxin inh: 14.7

Results for OC1C2CN3CN(C2)CC1(c1ccccc1)C3 (stereo unspecified) ?
TbPYK inhibitor: 1.1%; Pf growth 48h: -3.8%; LmPK inhibitor: -5.7%; CHX counter: 0.7; Pf growth 96h: 21.6%; HCV inh: 19.2%; Shiga toxin inh: 22.4

How did O=C(COc1ccc2c3c(c(=O)oc2c1)CCC3)NCCCN1CCOCC1 do in these assays?
TbPYK inhibitor: 4.5%; Pf growth 48h: 6.2%; LmPK inhibitor: 0.8%; CHX counter: -3.3; Pf growth 96h: 4.4%; HCV inh: 8.8%; Shiga toxin inh: -3.0

The final 2 compounds of the part above lead into the next:
Results for OC1C2CN3CN(C2)CC1(c1ccccc1)C3 (stereo unspecified) ?
TbPYK inhibitor: 1.1%; Pf growth 48h: -3.8%; LmPK inhibitor: -5.7%; CHX counter: 0.7; Pf growth 96h: 21.6%; HCV inh: 19.2%; Shiga toxin inh: 22.4

How did O=C(COc1ccc2c3c(c(=O)oc2c1)CCC3)NCCCN1CCOCC1 do in these assays?
TbPYK inhibitor: 4.5%; Pf growth 48h: 6.2%; LmPK inhibitor: 0.8%; CHX counter: -3.3; Pf growth 96h: 4.4%; HCV inh: 8.8%; Shiga toxin inh: -3.0

Results for c1ccc(-c2nc(N3CCN(c4ccccc4)CC3)nc(-n3ccnc3)n2)cc1 ?
TbPYK inhibitor: -2.9%; Pf growth 48h: 4.15µM*; LmPK inhibitor: -3.9%; CHX counter: -7.3; Pf growth 96h: inconclusive; HCV inh: inconclusive; Shiga toxin inh: -31.7

What do the screens show for `Cc1cccc(C(=O)OCC(=O)Nc2sc3c(c2C#N)CCC3)c1`?
TbPYK inhibitor: 3.3%; Pf growth 48h: -15.4%; LmPK inhibitor: 3.2%; CHX counter: -3.2; Pf growth 96h: inconclusive; HCV inh: 8.7%; Shiga toxin inh: -9.4

How did CC(=O)N/C(=C\c1ccc(C)o1)C(=O)NCc1ccccc1 do in these assays?
TbPYK inhibitor: -1.1%; Pf growth 48h: -3.2%; LmPK inhibitor: -23.2%; CHX counter: -1.6; Pf growth 96h: inconclusive; HCV inh: 19.9%; Shiga toxin inh: -7.0

How did O=C(CSc1nnc(-c2ccccc2F)o1)NC(=O)Cc1ccccc1 do in these assays?
TbPYK inhibitor: -9.0%; Pf growth 48h: 21.1%; Pf growth 96h: 36.0%[activator]; HCV inh: inconclusive

What do the screens show for `Cc1ccccc1Nc1nnc(SCc2cc([N+](=O)[O-])cc3c2OCOC3)s1`?
TbPYK inhibitor: -7.6%; LmPK inhibitor: 5.3%; CHX counter: 6.3; Pf growth 96h: 4.65µM*; HCV inh: inconclusive; Shiga toxin inh: -4.8

Results for Cc1sc2c(=O)n3c(nc2c1C(=O)NC1CCCCC1)CCCCC3 ?
TbPYK inhibitor: -1.6%; Pf growth 48h: inconclusive; LmPK inhibitor: 1.5%; CHX counter: 1.3; Pf growth 96h: inconclusive; HCV inh: 1.3%; Shiga toxin inh: -11.9

How did O=C(CN1C(=O)COc2ccccc21)NCCC1=CCCCC1 do in these assays?
TbPYK inhibitor: 9.3%; Pf growth 48h: 11.9%; LmPK inhibitor: 2.3%; CHX counter: 3.1; Pf growth 96h: 33.7%[activator]; HCV inh: 26.3%; Shiga toxin inh: 11.2

What do the screens show for `CCOC(=O)c1cnc2c(cnn2CC)c1NN=C(C)C`?
TbPYK inhibitor: 1.7%; Pf growth 48h: inconclusive; Pf growth 96h: inconclusive

Results for Cc1cc(C)nc(N2CCCC(C(=O)NCc3ccc4c(c3)OCO4)C2)n1 (stereo unspecified) ?
TbPYK inhibitor: 11.5%; Pf growth 48h: -1.4%; LmPK inhibitor: -0.4%; CHX counter: -4.1; Pf growth 96h: -2.5%; HCV inh: -6.8%; Shiga toxin inh: -7.1

How did O=C1CCCN1CCCNS(=O)(=O)c1cccc(F)c1 do in these assays?
TbPYK inhibitor: -1.0%; Pf growth 48h: 50.4%[activator]; LmPK inhibitor: 3.5%; CHX counter: 0.3; Pf growth 96h: 19.3%; HCV inh: 25.2%; Shiga toxin inh: -6.1

What do the screens show for `Cc1cc(NC(=O)CCC(=O)N(Cc2cccs2)C(C(=O)NC2CCCC2)c2ccccc2)no1` (stereo unspecified)?
TbPYK inhibitor: 1.7%; Pf growth 48h: inconclusive; LmPK inhibitor: 0.7%; CHX counter: 12.0; Pf growth 96h: -14.4%; HCV inh: inconclusive; Shiga toxin inh: 16.4

What do the screens show for `Cc1[nH]nc(N)c1-c1ccc(Cl)cc1`?
TbPYK inhibitor: 2.5%; Pf growth 48h: 8.8%; LmPK inhibitor: 7.9%; CHX counter: 6.7; Pf growth 96h: -11.8%; HCV inh: 9.5%; Shiga toxin inh: 16.5

Results for N/C(=N\OC(=O)COc1ccccc1)c1cccnc1 ?
TbPYK inhibitor: 6.3%; Pf growth 48h: -17.3%; LmPK inhibitor: -3.0%; CHX counter: 1.6; Pf growth 96h: -9.1%; HCV inh: 14.8%; Shiga toxin inh: -17.5

How did CCOCCCNC(=O)c1cc(Cl)c(NC(=O)C2=C(C)OCCS2)cc1OC do in these assays?
TbPYK inhibitor: 0.7%; Pf growth 48h: inconclusive; LmPK inhibitor: 4.7%; CHX counter: 1.8; Pf growth 96h: 28.2%; HCV inh: inconclusive; Shiga toxin inh: -3.4

Results for COc1ccc([C@@H]2C[C@@H](c3ccccc3)Oc3cc(OC)cc(OC)c32)cc1 ?
TbPYK inhibitor: 1.4%; Pf growth 48h: inconclusive; LmPK inhibitor: 8.0%; CHX counter: -2.5; Pf growth 96h: inconclusive; HCV inh: -21.7%; Shiga toxin inh: -6.3

Results for COC(=O)c1cnn2c(C(F)(F)F)cc(-c3ccco3)nc12 ?
TbPYK inhibitor: 7.2%; Pf growth 48h: 3.9%; LmPK inhibitor: 5.0%; CHX counter: -1.2; Pf growth 96h: inconclusive; HCV inh: -2.8%; Shiga toxin inh: -5.2

How did CC(C)(C)c1ccc(NNC(=O)C2CCC2)cc1 do in these assays?
TbPYK inhibitor: 0.0%; Pf growth 48h: 28.5%; LmPK inhibitor: 8.4%; CHX counter: 2.3; Pf growth 96h: 13.5%; HCV inh: 8.8%; Shiga toxin inh: -2.0
